sPLA2-III inh: Blocks human group III sPLA2 activity. QFRET BODIPY PC-A2 liposome hydrolysis, fluorescence. inhibition, % at 12.2 µM. 370,000 compounds, 0.56% hits. AID 743126;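 active = inhibition above mean plus 3 SD of compounds lying within the high and low control bounds, cut at about 19% in these data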;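 note: 0% = median of test compound wells and 100% = no enzyme DMSO wells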
Target sequence (Q9NZ20 whole entry, looked up): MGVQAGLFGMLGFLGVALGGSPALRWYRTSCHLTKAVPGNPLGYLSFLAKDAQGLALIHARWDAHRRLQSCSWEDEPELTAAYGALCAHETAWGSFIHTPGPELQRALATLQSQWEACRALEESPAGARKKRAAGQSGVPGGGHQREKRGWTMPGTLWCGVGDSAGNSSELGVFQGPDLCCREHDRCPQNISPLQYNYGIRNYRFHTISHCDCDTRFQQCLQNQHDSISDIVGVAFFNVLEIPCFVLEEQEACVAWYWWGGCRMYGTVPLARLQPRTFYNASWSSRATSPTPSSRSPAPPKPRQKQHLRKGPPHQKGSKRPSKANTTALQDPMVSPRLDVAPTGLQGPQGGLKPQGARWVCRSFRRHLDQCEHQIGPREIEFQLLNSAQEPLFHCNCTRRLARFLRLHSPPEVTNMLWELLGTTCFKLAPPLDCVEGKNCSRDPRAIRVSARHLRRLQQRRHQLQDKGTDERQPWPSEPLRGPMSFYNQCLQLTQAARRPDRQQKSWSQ
PG9 Ab binder: PG9 antibody binding by small molecule | TR-FRET gp120-PG9 antibody binding | inhibition, % at 6.7 µM | 360,000 compounds, 0.43% hits; in the data active = inhibition above about 8.5%
PLCb3 inh: inhibitors of human phospholipase C beta3; Purified PLC-beta3, fluorogenic substrate, fluorescence; inhibition, % at 12.2 µM; 370,000 compounds, 0.18% hits; AID 720704; in the data active = inhibition above about 11%;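 note: 0% = median of compound wells on plate and 100% = full blocker control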
NR1D1 modulator: modulators of human Rev-erb alpha DNA binding | P20393 | AID 1259318 | Rev-erbα–FITC-DNA binding, fluorescence polarization, 90 min | activity, % at 10 µM | 370,000 compounds, 0.79% hits;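 active = activity above about 14%, limit read from the data; passing the limit was not always enough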;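 note: 0% = DMSO wells with 35 nM protein and 100% = DMSO wells with 750 nM protein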
ssDAF12 agonist: activates DAF-12 receptor from parasite S. stercoralis | 370,000 compounds, 1% hits | activation, % at 6.8 µM | HEK293 ssDAF-12/GRIP1 lit1-tk-luc reporter, luminescence; % of 3 µM dafachronic acid response;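 active = activation above the mean over all tested compounds plus 3 SD, cut at about 0.9% in these data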;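 note: 0% = DMSO-only wells and 100% = 3 µM delta7-dafachronic acid wells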
DAX1 inh-1: inhibits human nuclear receptor DAX1 | P51843 | HEK293 Gal4-DAX1 luciferase reporter, luminescence | inhibition, % at 6.75 µM | 340,000 compounds, 0.99% hits | AID 504766;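 active = inhibition above the mean over all tested compounds plus 3 SD, cut at about 4.2% in these data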;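 note: 0% = DAX1-transfected cells with DMSO and 100% = empty-vector control cells with DMSO; inhibition shows as a rise in luminescence from relieved DAX1 repression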
Target sequence (P51843 207-470 limits assumed): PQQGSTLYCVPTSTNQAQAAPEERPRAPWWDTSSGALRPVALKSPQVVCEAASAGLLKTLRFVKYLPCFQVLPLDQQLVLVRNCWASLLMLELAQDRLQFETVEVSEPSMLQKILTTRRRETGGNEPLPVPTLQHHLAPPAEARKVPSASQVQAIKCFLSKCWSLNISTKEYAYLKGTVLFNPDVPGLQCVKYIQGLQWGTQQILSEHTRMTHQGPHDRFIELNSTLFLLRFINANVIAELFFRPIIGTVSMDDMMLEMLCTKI
SMARCA2 activ: activators of SMARCA2 function | 370,000 compounds, 1% hits | MG213 cells, MMTV-luciferase reporter, dexamethasone, overnight | activation, % at 9.1 µM; in the data active = activation above about 7.8%;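 note: 0% = vehicle wells and 100% = reference activator wells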
hcDAF-12 act: H. contortus DAF-12 activation, primary screen; 370,000 compounds, 1.4% hits; activation, % at 6.8 µM; HEK293 hcDAF-12 lit1-tk-luc reporter, luminescence; 0% DMSO, 100% Δ7-dafachronic acid;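 active = activation above the mean of all tested compounds plus 3 SD, cut at about 5.5% in these data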;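 note: 100% = response to 3 µM Δ7-dafachronic acid high control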
hgDAF12 agonist: agonists of H. glycines DAF-12 nuclear receptor. HEK293 GAL4-hgDAF12 UAS-luciferase reporter, agonist luminescence; normalized to butyrate control. activation, % at 6.8 µM. 370,000 compounds, 1.8% hits. AID 687014;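 active = activation above a cutoff set at the mean of all screened compounds plus 3 SD, cut at about 10% in these data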;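 note: 0% = DMSO wells and 100% = sodium butyrate wells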
GAA850 FXN act: increases GAA850 frataxin promoter reporter activity | HEK293 lucGAA850 FXN promoter luciferase reporter, 24 h; percent of 10 µM SAHA response | activation, % at 6 µM | 360,000 compounds, 0.56% hits;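 active = activation above the average of all compounds screened plus 3 SD, cutoff fixed separately per campaign, cut at about 7.5% in these data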;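 note: 0% = DMSO wells and 100% = 10 µM SAHA wells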
DAX1 inh-2: DAX1 (NR0B1) inhibition, primary screen; HEK293T StAR-luciferase reporter, SF-1/DAX-1 repression relief; inhibition, % at 6.8 µM; 370,000 compounds, 1.1% hits; AID 652010;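 active = inhibition above the mean over all tested compounds plus 3 SD, cut at about 3.6% in these data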;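 note: 0% = DAX-1 cells with DMSO and 100% = cells lacking DAX-1 with DMSO; higher inhibition means more luminescence from relief of DAX-1 repression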
An asterisk follows results filed as active; i = inactive; / = no result given.

SMILES	sPLA2-III inh	PG9 Ab binder	PLCb3 inh	NR1D1 modulator	ssDAF12 agonist	DAX1 inh-1	SMARCA2 activ	hcDAF-12 act	hgDAF12 agonist	GAA850 FXN act	DAX1 inh-2
Cc1ccccc1NC(=O)CSc1ccc(-c2ccco2)nn1	1.3	-1.5	-7.5	2.7	-1.0	0.3	-1.1	-0.2	6.8	-1.9	-2.0
CCNS(=O)(=O)c1ccc(NC(=S)N2CCc3ccccc32)cc1	-3.2	-3.9	-7.6	-1.7	-0.7	0.7	-1.1	1.2	-2.5	-0.6	-1.1
OCCNC(=S)Nc1ccc2nsnc2c1	0.7	-2.3	-64.5	-1.5	-1.1	-0.2	-0.8	-0.7	0.7	0.7	0.2
COc1ccc(C(=O)C2CCCN(C(=O)CSC)C2)cc1OC (stereo not given)	8.2	1.9	7.8	2.6	-0.9	0.4	-3.9	-0.5	-1.1	2.5	-0.2
CCOc1c(Br)cc(C(N)=O)cc1OC	9.8	-0.3	1.2	-1.2	-0.9	-0.5	-3.0	-0.7	1.3	0.4	-0.2
CC(=O)N/C(=C\c1ccccc1)C(=O)OC(C)C(=O)NCc1ccccc1 (stereo not given)	0.4	-0.3	-4.8	4.1	-1.0	0.3	-0.4	-0.7	3.2	-0.3	-1.6
COc1cc2nc(N(CCCN(C)C)C(=O)c3ccc(S(=O)(=O)N4CCc5ccccc54)cc3)sc2cc1OC	-21.7	-0.2	-3.7	5.1	-0.3	0.3	3.2	1.2	-1.3	1.5	3.2
Cc1ccccc1NC(=O)C(C)N1C(=O)c2ccccc2C1=O (stereo not given)	3.9	-1.7	-15.2	-3.6	-0.4	-1.3	4.2	-1.0	2.4	-2.3	-0.1
Cc1ccc(Cc2c(C)nc3nc(SCC(=O)NCCCN4CCCC4)nn3c2C)cc1	-3.2	0.1	-8.4	-3.3	0.3	-1.8	-1.0	1.0	0.0	0.3	-0.2
Cc1oc(-c2ccccc2Cl)nc1CS(=O)(=O)CC(=O)NC(C)c1ccccc1 (stereo not given)	-17.9	-0.5	6.0	3.4	-1.2	0.1	-1.8	-0.8	-1.6	-0.6	-1.9
COC(=O)c1cc(S(=O)(=O)NCCc2sccc2C)c[nH]1	-3.3	-1.5	-1.6	0.4	0.2	0.0	-1.9	0.1	0.9	0.7	0.1
CCSc1ccc(-c2cc(NC=O)c3ncc(-c4cccc(C(=O)N(C)C)c4)n3c2)cc1	-12.2	-2.9	-101.3	5.6	-1.7	/	4.9	-2.8	0.5	2.1	-3.0
CCOc1ccc(C(=O)NC(=S)Nc2cccnc2)cc1	10.6	-0.4	3.4	-0.9	-0.4	-0.5	0.2	-0.6	1.4	2.1	1.3
O=C(Nc1ccc(F)cc1)C(c1cccc(F)c1)N1CCN(CC(=O)N2CCCC2)CC1 (stereo not given)	2.8	-0.9	-0.3	1.9	-1.0	/	-1.2	0.6	-1.1	/	-1.1
CCOC(=O)c1cnc2c3c(noc13)CCC2	5.5	-1.4	-4.1	-3.6	-0.1	/	-4.7	1.6	1.0	/	1.1
CCOc1ccc(NC(=O)c2cnc3scc(C)n3c2=O)cc1	9.1	-0.4	4.5	7.6	-0.5	-1.2	-4.2	-0.7	1.8	1.1	1.8
Cc1ccc(CN2CC(N3CCN(c4ccccn4)CC3)CS2(=O)=O)cc1 (stereo not given)	-10.4	1.5	3.5	2.2	-1.2	/	-1.7	-2.0	-1.7	/	0.0
CCCNC(=O)CSc1nc2ccc(OCC)cc2s1	10.3	0.0	-1.8	-1.8	-1.4	4.0	-5.8	-0.8	-0.1	-2.4	0.2
COc1ccc(C(=O)CCC(=O)O)c(C)c1	3.0	-1.9	1.5	-7.4	-1.5	0.0	1.8	-1.5	0.8	-2.8	-1.1
CCOC(=O)/C(=N\Nc1cccc(C(F)(F)F)c1)N(CCOC)CCOC	6.0	-2.1	0.8	0.7	-1.3	0.8	-0.5	-2.0	0.1	-0.3	0.2
Cc1ccc(C)c2[nH]c(=O)c(CN(CCCN(C)C)C(=O)NCc3ccccc3)cc12	-4.5	-1.2	-1.6	-1.5	-0.8	-0.7	-1.1	0.8	-1.4	-1.4	1.1
CC(C)OC(=O)/C=C1\C[C@@H](c2ccccc2C(F)(F)F)O[C@@H](c2ccccc2C(F)(F)F)O1	-2.9	-1.3	0.6	11.2	-0.9	/	-4.1	-0.3	1.3	/	0.2
Cn1c(N)c(N2CCCCC2)c(=O)n(CC(=O)Nc2cccc(C#N)c2)c1=O	4.4	-2.6	4.1	-1.2	-1.1	-1.0	3.4	-1.0	-0.7	-0.8	1.2
O=C(NC(c1ccc(F)cc1)c1ccc2ccccc2n1)C1CCN(Cc2ccc3ccccc3n2)CC1 (stereo not given)	-5.6	-0.1	-6.1	-3.6	-0.7	/	7.3	1.0	1.3	-0.1	-0.8
O=S(=O)(Nc1ccc2c(c1)nc1n2CCN(Cc2ccccc2)C1)c1ccc(Cl)cc1	-21.7	-1.1	i	-1.1	-1.1	0.0	-4.9	-1.7	-1.4	0.3	-0.4
Cc1[nH]c2ccc3c(ncn3CCC#N)c2c1C	7.0	-7.1	-18.9	1.2	-0.6	0.1	-3.8	0.6	-1.2	0.8	0.3
CCc1ccc(C2=NNC(=Nc3cccc(S(=O)(=O)N(C)C)c3)SC2)cc1	2.0	0.6	-0.5	-1.3	-3.3	-2.7	-7.5	-4.1	-10.0	-5.9	-3.7
CCC(CC)c1nnc(NC(=O)C2CC(=O)N(CCc3ccc(OC)c(OC)c3)C2)s1 (stereo not given)	3.9	-0.4	-7.2	-4.7	-1.7	0.3	-3.4	-1.4	-2.5	0.0	-2.8
O=C(/C=C/c1ccccc1)C1=C(O)C(=O)N(CCO)C1c1cccc([N+](=O)[O-])c1 (stereo not given)	5.0	-0.2	-7.3	0.9	-1.2	/	-6.0	-0.4	-1.0	0.8	-0.3
Cc1cccc(C(=O)Nc2sc3c(c2C(=O)O)CCCC3)c1	-8.0	-2.4	-116.6	-0.2	-0.3	-2.1	0.3	-2.8	-5.7	-4.5	-1.1
COCC(=O)N1CCC(Oc2ccc(C(=O)NCCCC3CCCC3)cc2)CC1	8.5	-2.7	-7.4	-3.9	-1.5	-0.9	-2.4	-3.8	-5.6	-2.5	-4.3
Cc1ccc(NC2=C(CC(=O)O)C(c3ccccc3)N(c3ccc(C)cc3)C2=O)cc1 (stereo not given)	-19.9	-1.6	-4.6	1.1	-0.4	-1.0	-0.7	0.0	2.2	-4.6	0.2
Cc1ccc(S(=O)(=O)Nc2ccccc2[N+](=O)[O-])cc1	-4.9	-2.1	1.9	-2.1	-1.4	/	2.3	-0.5	27.8*	/	-1.6
CCOc1ccc(N=Cc2c(O)c3ccccc3oc2=O)cc1	12.1	-0.5	-2.4	2.6	-0.6	0.2	0.0	0.0	1.6	-1.0	0.0
CCOc1ccccc1CNS(=O)(=O)c1cnc[nH]1	-3.6	-0.4	-3.2	-0.3	-0.7	0.1	2.6	-0.3	0.0	2.2	-0.8
CCNC(=O)/C(C#N)=C/c1c(N2CCCCCC2)nc2c(C)cccn2c1=O	0.0	-0.4	-14.8	-1.7	-1.8	-0.5	-1.9	-2.0	-2.6	0.4	0.3
CC(CN1CCCCC1)C(=O)NN (stereo not given)	1.4	-0.1	0.4	-0.2	-1.3	0.4	-0.9	-1.1	-1.0	4.3	0.3
CCOC(=O)c1csc(NC(=O)Nc2cccc(Cl)c2)n1	-2.4	0.7	4.6	7.0	-1.5	-1.5	-3.8	-2.2	0.8	3.3	-0.3
N#Cc1ccc(NC(=O)COc2ccc(-n3cnnn3)cc2)cc1	-6.6	-1.4	2.2	-8.6	-1.4	0.1	0.9	-2.3	2.4	-1.3	-1.9
Cc1ccc(NC(=O)/C(C#N)=C/c2ccsc2)c(C)c1	-0.1	-0.2	10.9*	2.1	-1.2	2.4	3.5	3.6	5.1	1.2	0.4
COc1ccc(/C=C/C(=O)c2ccc(O)cc2)cc1	-3.5	0.3	-18.6	-8.1	-0.3	3.6	3.2	0.8	9.1	1.6	2.3
COc1ccc(OC)c(C2=Nn3c(nnc3-c3ccco3)SC2)c1	4.0	-0.3	-4.8	2.1	-1.9	1.1	-4.5	-1.4	2.5	0.0	-0.3
c1ccc2c(c1)Nc1cc3ccccc3cc1O2	5.3	-0.9	-19.4	2.4	0.9*	1.5	-0.3	3.6	4.8	4.5	0.0
Cc1ccccc1NC(=O)CC1C(=O)NCCN1C(=O)c1cccc(Cl)c1 (stereo not given)	0.2	-1.0	-9.2	3.3	-0.9	0.0	0.2	1.2	-0.8	0.4	-0.2
CCOCC(=O)Nc1ccc(C)c(Cl)c1	4.5	-2.2	0.3	-0.9	-1.2	1.1	-0.3	-0.1	5.6	-0.2	-1.3
CCN1CN=C(NS(=O)(=O)c2ccc(C)cc2)NC1	3.5	0.7	1.0	1.4	-1.6	0.4	-2.7	-1.5	-2.6	0.9	-0.2
Cn1cccc1C(=O)OCc1csc(-c2ccccc2)n1	5.6	-2.5	-0.2	-5.6	3.1*	2.0	4.9	15.7*	15.5*	0.9	5.3*
C(=N\Nc1nc(N2CCCC2)nc(N2CCCC2)n1)/c1ccccc1OCc1ccccc1	-2.2	-1.3	1.8	0.9	-0.8	-1.2	-1.2	0.5	-2.4	3.5	-0.5
CCc1c(C)nc2ccc(Br)cc2c1Cl	-3.2	9.3*	4.0	4.1	-0.6	0.5	-0.1	0.6	-1.5	0.6	-0.3
Cc1ccc(-c2nc(CS(=O)CC(=O)NC3CCCC3)c(C)o2)cc1 (stereo not given)	4.3	-1.2	-0.9	0.7	-1.0	-0.3	0.2	2.1	1.4	0.1	0.4
CC(=O)Nc1ccc(N/C=C/C(=O)c2ccc(C)cc2)cc1	-17.6	-1.8	-56.1	1.5	-0.9	-0.3	-1.7	0.6	2.1	4.3	0.2
O=C(CSc1c2c(nc3ccc(Cl)cc13)CCCC2)NCCCN1CCOCC1	-3.8	-1.9	-1.0	4.3	-1.3	0.4	-2.7	0.2	0.4	2.8	0.0
COc1ccc(N2CCN(C(c3ccc4ncccc4c3)c3nnnn3C(C)(C)C)CC2)cc1 (stereo not given)	-6.3	-0.9	-3.9	0.3	-1.3	-1.0	-0.5	-1.2	-4.3	1.8	-0.4
CCOC(=O)C1=C2SCCN2C(=O)C(C#N)C1(C)C (stereo not given)	-48.3	-0.6	1.3	-3.6	-1.0	-0.3	-5.0	-0.6	-2.4	0.7	0.1
CC(C)NC(=O)C1(C)CSCC(=O)N1C1CCN(Cc2ccccc2)CC1 (stereo not given)	5.2	2.5	-1.2	-0.2	-0.5	/	-4.2	0.0	2.5	/	-0.6
COC(=O)c1ccc2nccnc2c1	1.5	-0.7	-3.2	-2.6	-0.5	1.2	-1.0	-0.4	-1.3	0.6	-0.6
CCCCC(=O)N(C)c1c(CC)nc2c(OCC(N)=O)cccn12	1.7	-0.9	-1.0	-6.2	-1.1	/	-2.6	-0.1	2.5	0.1	1.1
Cc1ccc(NC(=S)Nc2ccc(F)cc2)cc1	-1.9	-1.4	2.0	3.5	-1.2	-0.7	-2.8	1.5	3.0	2.2	-0.1
